Bioassay records (PubChem BioAssay)
Pemphigus Ab inh – blocks pemphigus antibody binding to human desmoglein-3. 310,000 compounds, 0.48% hits. AID 588358. P32926. DSG3-coupled beads, scFv-anti-DSG3-GFP binding, flow cytometry; active compounds read low. binding (percent of control), % at 10 µM;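 active = binding more than 3 SD below its plate's average and above zero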;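 also: hits lower antibody fragment binding to DSG3; some compounds called inactive have numbers as strong as hits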
CAL PDZ FP-1 – inhibitors of human CAL PDZ peptide binding; purified CAL PDZ, TMR-peptide fluorescence polarization, 1 h; inhibition, % at 20 µM; Q9HD26; AID 504414; 330,000 compounds, 0.02% hits;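 active = highest replicate inhibition of at least 40%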;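 also: plate controls were DMSO neutral control wells for no effect and unlabeled competitor peptide control wells for full effect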
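System: purified tagged CAL PDZ domain construct (CerCALP). Schedule: 1 h incubation at room temperature before polarization reading. Medium: 25 mM sodium phosphate pH 7.4, 150 mM NaCl, TCEP, IgG, Thesit. Read-out: percent inhibition from loss of millipolarization. Measured by: FP readout, S and P plane fluorescence. Probe or stimulus: fluorescent TMR peptide probe.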
V-ATPase pHluor – yeast V-ATPase proton transport regulation by pHLuorin; response, % at 10 µM; S. cerevisiae, pHLuorin cytosolic pH fluorescence; 350,000 compounds, 0.37% hits; in the data active = response mostly above about 7.3%, no sharp cut-off; inactive = mostly below about 5.4%; also: actives read high; inactives centre near 0; some compounds called inactive have numbers as strong as hits; reference of the scale not given here
Keap1-Nrf2 PPI – inhibitors of human Keap1-Nrf2 protein-protein interaction | Q14145 | Keap1 Kelch-Nrf2 peptide fluorescence polarization, 1536-well | inhibition, % at 9.4 µM | 340,000 compounds, 0.15% hits; in the data active = inhibition above about 12%;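 also: human Keap1 Kelch domain with fluorescein labeled Nrf2 9mer peptide probe; 0% = neutral control wells and 100% = peptide positive control; higher means more block of Keap1 binding to Nrf2 peptide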
NSD2 HMT inh – blocks human histone methyltransferase NSD2 | O96028 | NSD2 peptide methylation, AlphaScreen, 120 min | inhibition, % at 12.5 µM | 310,000 compounds, 0.54% hits | AID 743445; in the data active = inhibition above about 50%
Arrestin-AP2 inh – human beta-arrestin and AP2 interaction inhibition | FITC-arrestin peptide / GST-AP2 beads, flow cytometry; AP2 beta2 appendage carries R879A mutation | inhibition, % at 10 µM | 340,000 compounds, 0.31% hits;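 active = inhibition above a set limit, near 3 SD of compounds lacking own fluorescence, cut at about 54% in these data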;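 also: plate controls were DMSO wells for no effect and 5 µM unlabelled arrestin peptide for full effect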
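System: GST-tagged AP2 beta2-adaptin appendage (R879A) on 4 µm glutathione beads / Reagent: FITC-arrestin peptide, 50 nM / Detection: HyperCyt-sampled flow cytometry, FL1 channel, ex 488/em 535 nm / Timing: 12 min plus 1 h, RT / Buffer or medium: PBS plus Tween 20 (0.05%) and BSA (0.1%)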
LANA DNA inh – blocks KSHV LANA C-terminal domain binding to DNA; MBP-C-LANA/FAM-LBS DNA binding, fluorescence polarization; inhibition, % at 9 µM; 340,000 compounds, 0.078% hits; AID 504423;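 active = highest replicate inhibition at or above 60% at 9 µM, even if other replicates fall short; inactive = all replicates below 60% inhibition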;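 also: 0% = neutral control wells and 100% = 4 µM acridine orange control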
Cardiac RTF inh – cardiac RTF calcium desensitization. P19429+P45379. IANBD-labeled cardiac RTF, Ca2+ fluorescence. inhibition, % at 7.15 µM. 340,000 compounds, 0.12% hits. AID 493244;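 active = inhibition above the mean inhibition of all tested compounds plus 3 SD, cut at about 17% in these data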;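 also: assay run at fixed EC70 calcium of 1.6 mM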
CAL PDZ FP-2 – blocks peptide binding to the human CAL PDZ domain | 300,000 compounds, 0.92% hits | Q9HD26 | inhibition, % at 24.9 µM | AID 602252 | purified CAL PDZ, TMR-peptide fluorescence polarization, 1 h;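 active = mean inhibition of at least 30% with at least half of replicates also reaching 30%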;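 also: 0% = DMSO neutral control and 100% = excess unlabeled competitor peptide PRC23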
DAGLB inh – diacylglycerol lipase beta (human) inhibition; HEK293T DAGLB membrane lysate, EnzChek fluorogenic substrate; inhibition, % at 5.17 µM; 340,000 compounds, 0.059% hits; in the data active = inhibition above about 34%;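 also: 0% = enzyme with vehicle and 100% = wells lacking enzyme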
Target sequence (Q8NCG7 whole entry, looked up): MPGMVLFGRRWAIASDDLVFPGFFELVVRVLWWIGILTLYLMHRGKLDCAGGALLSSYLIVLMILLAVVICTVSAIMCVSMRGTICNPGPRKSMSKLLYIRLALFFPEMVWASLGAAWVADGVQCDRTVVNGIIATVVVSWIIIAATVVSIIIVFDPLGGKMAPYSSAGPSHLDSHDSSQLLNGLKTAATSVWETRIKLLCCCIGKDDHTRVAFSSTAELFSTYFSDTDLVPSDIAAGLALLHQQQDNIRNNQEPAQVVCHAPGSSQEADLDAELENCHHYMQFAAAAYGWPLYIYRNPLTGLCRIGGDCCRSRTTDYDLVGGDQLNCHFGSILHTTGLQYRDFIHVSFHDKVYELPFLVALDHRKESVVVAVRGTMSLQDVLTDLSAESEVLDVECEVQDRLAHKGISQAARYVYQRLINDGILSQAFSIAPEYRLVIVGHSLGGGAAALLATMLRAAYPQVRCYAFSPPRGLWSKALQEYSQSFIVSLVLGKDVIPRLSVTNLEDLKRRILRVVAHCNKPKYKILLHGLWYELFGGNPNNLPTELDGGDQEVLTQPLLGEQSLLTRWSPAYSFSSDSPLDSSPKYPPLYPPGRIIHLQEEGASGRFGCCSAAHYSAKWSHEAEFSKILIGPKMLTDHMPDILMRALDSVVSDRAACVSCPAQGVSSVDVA
Active calls of the source: *; . = not tested or not shown. Not all compounds are listed, so the mix of outcomes need not match the whole.

SMILES | Pemphigus Ab inh | CAL PDZ FP-1 | V-ATPase pHluor | Keap1-Nrf2 PPI | NSD2 HMT inh | Arrestin-AP2 inh | LANA DNA inh | Cardiac RTF inh | CAL PDZ FP-2 | DAGLB inh
O=C(Nc1cc2c(cc1C(=O)O)OCCCO2)c1ccc(C(F)(F)F)cc1 | 94 | -3.9 | 1 | -3 | 3 | -2 | 2.3 | -3 | 24 | 7
COC(=O)NNC(=O)COc1cc(C)ccc1C | 107 | -1.4 | 1 | -7 | 2 | -1 | 0.3 | 4 | -4 | 1
O=C(CCCc1nc(-c2ccccc2)no1)N1CCOCC1 | 102 | . | -4 | 4 | . | 27 | -1.5 | -8 | 4 | -4
O=C(NCCCN1CCCCC1)C1CCN(c2ncnc3c2nc2n3CCCCC2)CC1 | 104 | -1.1 | -2 | -6 | -1 | -6 | -0.3 | -3 | -4 | -1
CCOC(=O)C1(CC2CCCCO2)CCN(C(=O)Nc2ccc(C(=O)OC)cc2)CC1 (configuration not stated) | 88 | -2.9 | -2 | -5 | 2 | 15 | -3.4 | -16 | 1 | -2
COC(=O)NNS(=O)(=O)c1ccc(C)cc1 | 122 | -1.7 | 1 | -5 | -4 | 0 | -1.0 | -5 | -2 | -1
CCCn1c(N)c(N(C)C)c(=O)n(CC(=O)Nc2ccc(OC(F)(F)F)cc2)c1=O | 113 | -1.9 | 5 | -1 | 2 | 0 | -0.8 | 3 | 0 | 0
COc1ccccc1C1C([N+](=O)[O-])=CC([N+](=O)[O-])=CN1C (configuration not stated) | 91 | -2.2 | -2 | -16 | 5 | -4 | -3.4 | -20 | -2 | 0
O=C(c1cnc2ccccc2n1)N1CCN(c2ccc(C(F)(F)F)cn2)CC1 | . | 1.0 | -1 | -5 | -3 | 9 | -1.2 | 4 | 2 | -12
Cc1ccc(S(=O)(=O)N2CCN(c3ncnc4scc(-c5ccccc5)c34)CC2)cc1 | 114 | -1.3 | 2 | 5 | -4 | 32 | -0.4 | -7 | 4 | 0
Cc1ccc(OCC(=O)NC2CCCc3ccccc32)c(C)c1 (configuration not stated) | 101 | -1.0 | -1 | 2 | -1 | -1 | -0.6 | 5 | 2 | -6
CCOc1ccccc1N | 101 | -1.0 | -2 | 4 | . | 4 | -1.7 | -1 | -5 | -2
O=C(O)C1CC=CCC1C(=O)Nc1ccccc1C(=O)N1CCN(c2ccc(F)cc2)CC1 (configuration not stated) | 103 | 0.3 | 0 | 2 | 4 | 11 | 1.9 | -5 | 2 | 1
O=C(O)CC/C(=N\NC(=O)CNC(=O)c1ccc(F)cc1)c1ccccc1 | 93 | -1.8 | 0 | 1 | -6 | 7 | 0.0 | -8 | -2 | 1
COCCOC(=O)C1=C(C)NC2=C(C(=O)CC(C)(C)C2)C1c1ccc(N(C)C)cc1 (configuration not stated) | 103 | -2.2 | 1 | 2 | 1 | 22 | -0.6 | 0 | -1 | 2
CCOC(=O)C1=C(COC(=O)/C=C/c2ccc(OC)c(OC)c2)NC(=O)NC1C (configuration not stated) | 98 | -3.4 | -3 | -6 | -5 | 7 | 0.7 | 4 | -6 | -3
CCc1ccc(N2CC(C(=O)Nc3ccc4c(c3)OCCO4)CC2=O)cc1 (configuration not stated) | 106 | -0.6 | -5 | -6 | -1 | 10 | -2.3 | -6 | -3 | -1
Cc1nc2nc(-c3cccnc3)[nH]n2c(=O)c1C | 106 | -0.2 | 0 | -1 | -2 | 26 | 3.4 | 5 | -8 | -3
O=C1NCCn2nc3ccccc3c21 | 85 | 0.5 | 2 | 6 | . | -1 | 0.1 | -3 | -1 | 1
Cn1c(SCC(=O)Nc2ccc(N3CCOCC3)cc2)nnc1C(F)(F)F | 102 | -0.7 | 4 | -4 | -2 | -5 | 0.1 | -10 | 0 | -7
O=C1c2ccccc2C(=O)c2[nH]cnc21 | 89 | -0.7 | 1 | 2 | 0 | -14 | -1.4 | -4 | -2 | -1
Cn1cc(Br)c(-c2cccc(N3C(=O)CC(C)(C)CC3=O)c2)n1 | . | -0.6 | -2 | 0 | 10 | -16 | 2.0 | -9 | 6 | -1
COc1ccc(/C(O)=C2/C(=O)C(=O)N(CCN(C)C)C2c2ccccn2)cc1OC (configuration not stated) | 87 | -0.5 | 4 | -3 | 2 | 12 | 0.0 | 1 | -4 | -1
Cc1c(N2C(=O)c3cccc4cccc(c34)C2=O)c(=O)n(-c2ccccc2)n1C | 104 | -1.4 | -2 | -1 | 2 | -15 | -0.2 | -2 | 1 | 0

Single values from the results shown:
In Pemphigus Ab inh, `COc1ccc(/C(O)=C2/C(=O)C(=O)N(CCN(C)C)C2c2ccccn2)cc1OC` (configuration not stated) reads 87
In Keap1-Nrf2 PPI, `Cc1nc2nc(-c3cccnc3)[nH]n2c(=O)c1C` reads -1

The results go on:
SMILES | Pemphigus Ab inh | CAL PDZ FP-1 | V-ATPase pHluor | Keap1-Nrf2 PPI | NSD2 HMT inh | Arrestin-AP2 inh | LANA DNA inh | Cardiac RTF inh | CAL PDZ FP-2 | DAGLB inh
Cc1nn(-c2ccccc2)nc1C(=O)Nc1ccc2c(c1)OCCO2 | 107 | -0.4 | 2 | 2 | -3 | 30 | -1.3 | -4 | -1 | -4
Cc1ccc(OCC(=O)Nc2ccc(N3CCCC3)cc2)cc1C | 92 | 0.1 | -3 | -2 | 4 | 1 | 1.5 | 0 | 0 | 11
Cc1ccc(S(=O)(=O)n2nc(OC(=O)C3CCCCC3)cc2N)cc1 | 90 | -1.4 | 4 | 2 | -3 | 32 | 0.5 | -4 | 4 | 6
Cc1csc2c(NCCCN3CCOCC3)ncnc12 | 121 | -1.6 | 6 | 1 | -10 | -10 | -0.4 | 2 | -3 | 1
C=C(C)C1Cc2c(C)nn(-c3cccc4cccnc34)c2C1 (configuration not stated) | 94 | -2.7 | 2 | -6 | . | 3 | 0.2 | -12 | 1 | -2
CCc1ccccc1NC(=O)c1ccc(S(=O)(=O)N2CCCC2)cc1 | 105 | -0.6 | -3 | 3 | 3 | 3 | 1.6 | -4 | -4 | -1
O=C(NCCCCc1ccccc1)C1CC(c2cccc(F)c2)=NO1 (configuration not stated) | 102 | -1.0 | 2 | -3 | . | -5 | 1.8 | 10 | -1 | 3
C[C@@H]1CC[C@@]2(OC1)O[C@H]1C[C@H]3[C@@H]4CC=C5C[C@@H](O)[C@H](O)C[C@]5(C)C4CC[C@]3(C)[C@H]1[C@@H]2C (some centres not stated) | 87 | -1.5 | -4 | -3 | -1 | 27 | 1.5 | -11 | -3 | -1
O=C(CCc1nc2sc3c(c2c(=O)[nH]1)CCCC3)N1CCN(c2ccccc2)CC1 | 103 | -3.0 | -3 | -1 | 1 | 22 | -0.3 | -25 | -3 | 6
Cc1cccc(OCC(=O)OC2CCN(C)CC2)c1 | 101 | -6.3 | -3 | -7 | . | -9 | 1.1 | -4 | -2 | -2
Cc1nc2cc(NCc3cccs3)ccc2n1C | 116 | 9.1 | 2 | 3 | -2 | -13 | -0.7 | 0 | 2 | 0
Cc1ccc(S(=O)(=O)n2nc(C)c(S(=O)(=O)N3CCCCC3)c2C)cc1 | 110 | -2.4 | -3 | -1 | -3 | 0 | -0.3 | -5 | -4 | 4
CCCN1C2=NCCN2c2cc(C)c(C)cc21 | 104 | 0.0 | 3 | -2 | 0 | 29 | 0.4 | 5 | 4 | -3
COc1ccccc1Oc1ccc2c(c1)C(=O)N(c1cccc(O)c1)C2=O | 108 | -1.1 | 3 | -3 | 7 | 3 | -2.7 | -5 | -7 | 1
C[C@H](NS(=O)(=O)c1ccc(Cl)cc1)C(=O)OCC(=O)Nc1cc(S(=O)(=O)N2CCOCC2)ccc1Cl | 115 | -0.4 | -1 | -6 | -2 | -2 | -0.2 | -5 | 0 | -1
Cc1ccc2c(CNCc3ccco3)cc(=O)oc2c1 | 104 | -0.7 | -2 | -8 | 3 | 4 | 0.7 | -6 | 4 | 1
Fc1ccc(C2=Nn3c(Cc4ccccc4F)nnc3SC2)cc1 | 97 | -1.4 | 5 | -1 | 5 | 16 | 1.4 | -18 | -2 | 3
CC(Sc1ccc(S(=O)(=O)N2CCN(C)CC2)cn1)C(=O)NC1CCCCC1 (configuration not stated) | 106 | -1.1 | -5 | -6 | 2 | -15 | 0.0 | 3 | -2 | -2
Cc1ccc(CN(C)C(=O)COC(=O)CSc2ccc([N+](=O)[O-])cc2)cc1 | 100 | -0.3 | 0 | -2 | 5 | 7 | 1.6 | -4 | 1 | -4
O=C(COC(=O)c1cc(Br)ccc1O)NNC(=O)c1cccs1 | 104 | -0.8 | -2 | -5 | 5 | 25 | 0.4 | -12 | -5 | -2
O=C(OCC(=O)N1CCN(c2ccccc2)CC1)C1CCCN1S(=O)(=O)c1ccc(Cl)cc1 (configuration not stated) | 95 | -2.3 | 2 | 2 | 0 | -14 | 0.1 | 4 | -4 | 0
CCc1ccccc1NC(=O)CCC(=O)c1cccs1 | 106 | -1.2 | 0 | -3 | 4 | -6 | 0.0 | -1 | -1 | 3
C=CCn1c(C)cc(C2=NNC(=NC(C)(C)C)SC2)c1C | 79 | 0.1 | -5 | -7 | 1 | 1 | 0.7 | -5 | 1 | 5
CCCCc1nnc(NC(=O)C=C(C)C)s1 | 106 | . | 2 | -2 | -3 | -8 | 0.2 | 2 | -2 | 4
Cc1ccccc1NC(=O)c1cccc(S(=O)(=O)N2CCCCC2)c1 | 87 | -3.6 | 2 | 0 | 5 | 24 | -2.2 | 1 | -5 | 0
Cc1ccnc(SCc2cc(=O)c(OC(=O)c3ccc(Cl)c([N+](=O)[O-])c3)co2)n1 | 106 | -0.6 | -1 | 4 | 0 | -2 | 3.3 | 6 | . | -2
CC1(C)C[C@H]2C3=CCC4[C@@]5(C)CC[C@H](O)[C@](C)(CO)C5CC[C@@]4(C)[C@]3(C)C[C@@H](O)[C@@]2(CO)[C@@H](O)[C@@H]1O (some centres not stated) | 100 | -1.7 | 1 | -2 | . | 1 | 2.1 | -6 | 4 | 1
CC(OC(=O)c1ccc(NC(=O)CC#N)cc1)C(=O)NC(c1ccccc1)c1ccccc1 (configuration not stated) | 102 | -0.3 | 2 | -5 | 3 | -6 | -1.6 | -12 | . | 5
CC1(C)NC(=O)N(CC(O)COc2ccc(N3C(=O)c4ccccc4C3=O)cc2)C1=O (configuration not stated) | 109 | 0.3 | 2 | -4 | -2 | -3 | -0.4 | -2 | -2 | -2
